# Luc counter = Counterscreen for Luciferase (Kinase-Glo TM) Inhibition; Luciferin 4-monooxygenase (Photuris pensylvanica), Q27757; Kinase-Glo luciferase, ATP luminescence, 8 min; Potency, µM (doses to about 38.3 µM), for the others: at the highest dose activity change, negative = inhibition, actives largely listed as inhibitors; 0.28% of 200,000 active; AID 1379, 2008; also: potency is read from the fitted curve at half-maximal effect; % is scaled to controls: 0 for no effect and ±100 for the full control effect; nearly all actives have a fitted effect of over 60% in size
#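 Luminescence was the read-out, taken after 8-minute incubation at ambient temperature. Luciferase turned over luciferin with 10 uM ATP in imidazole pH 7.2 buffer containing KCl, MgCl2, Tween 20 and BSA.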
# GLA spleen mod = qHTS Assay for Inhibitors and Activators of Human alpha-Galactosidase From Spleen Homogenate; Alpha-galactosidase A (Homo sapiens), P06280; human spleen homogenate, 4MU-alpha-Gal fluorescence, 40 min; AID 2107, 2009; Potency, µM (highest dose often 80 µM), for inactives: at the top dose activity change, negative = inhibition, actives largely listed as inhibitors; 0.008% of 240,000 active;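 also: potency is read from the fitted curve at half-maximal effect; 0% = enzyme with vehicle and -100% = no enzyme basal signal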
# Target sequence (P06280 32-429 limits assumed): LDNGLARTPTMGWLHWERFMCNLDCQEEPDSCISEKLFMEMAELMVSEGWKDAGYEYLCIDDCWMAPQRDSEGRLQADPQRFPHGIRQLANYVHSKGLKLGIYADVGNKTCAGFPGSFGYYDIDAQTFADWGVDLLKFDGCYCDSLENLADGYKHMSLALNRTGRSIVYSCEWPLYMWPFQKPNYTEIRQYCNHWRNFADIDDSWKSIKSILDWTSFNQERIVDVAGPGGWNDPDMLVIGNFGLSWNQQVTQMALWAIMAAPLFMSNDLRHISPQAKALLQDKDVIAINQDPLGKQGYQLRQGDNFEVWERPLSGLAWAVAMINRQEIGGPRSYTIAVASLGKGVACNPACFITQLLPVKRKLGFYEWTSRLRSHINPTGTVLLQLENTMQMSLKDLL
#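 Human spleen homogenate (1 ug) as enzyme source, 4-methylumbelliferyl-alpha-D-galactopyranoside 1 mM final, citrate/phosphate pH 5.0 with 0.01% Tween-20. Compounds 40 min at 37C, NaOH/glycine stop; fluorescence Ex 365/Em 440, Hill-fit AC50.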
# CBFb RUNX1 block = qHTS Assay for Compounds Blocking the Interaction Between CBF-beta and RUNX1 for the Treatment of Acute Myeloid Leukemia | 230,000 tested, under 10 active | Runt-related transcription factor 1 (Homo sapiens) + Core-binding factor subunit beta … | AlphaScreen CBFb-His/RUNX1-biotin binding, biochemical | Potency, µM (top dose mostly 59.8 µM), for inactives: at the highest dose activity, negative = inhibition, actives largely listed as inhibitors; also: % of control where 0% means no effect
#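 AlphaScreen proximity signal reports loss of binding between His-tagged CBF-beta and biotin-labelled RUNX1, each at 30 nM. Proteins are pre-associated for 20 minutes, compounds added for 15 minutes, then beads for 90 minutes, all at ambient temperature.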
# NPSR antag = qHTS Assay for Antagonists of the Neuropeptide S Receptor: cAMP Signal Transduction. AID 1461, 2008. Q6W5P4. CHO-NPSR cells, cAMP TR-FRET, antagonist mode. Potency, µM (doses to about 38.3 µM), inactives show at the top dose activity change, negative = inhibition, usual class: inhibitors. 1% of 220,000 active; also: potency is read from the fitted curve at half-maximal effect; % is scaled to controls: 0 for no effect and ±100 for the full control effect; nearly all actives have a fitted effect of over 50% in size; many of its hits are not listed in these tables
# Target sequence (Q6W5P4 whole entry, looked up): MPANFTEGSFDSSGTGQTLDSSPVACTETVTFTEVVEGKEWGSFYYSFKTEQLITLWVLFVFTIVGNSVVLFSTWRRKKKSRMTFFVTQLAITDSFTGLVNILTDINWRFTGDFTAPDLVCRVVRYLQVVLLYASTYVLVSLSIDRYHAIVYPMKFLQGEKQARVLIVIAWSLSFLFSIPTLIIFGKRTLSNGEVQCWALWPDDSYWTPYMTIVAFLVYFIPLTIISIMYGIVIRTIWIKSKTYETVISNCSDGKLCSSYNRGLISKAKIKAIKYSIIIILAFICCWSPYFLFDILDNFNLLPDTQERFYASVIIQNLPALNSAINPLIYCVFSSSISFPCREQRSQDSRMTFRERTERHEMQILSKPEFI
# Epigenetic derep = Quantitative High-Throughput Screen for Regulators of Epigenetic Control; murine LDR cells, GFP reporter derepression, 30 h; Potency, µM (doses to about 53.9 µM), without a hit: at the top dose GFP activation, actives largely listed as activators; 0.2% of 280,000 active; AID 1865, 2009; also: potency is read from the fitted curve at half-maximal effect; % of control where 0% means no effect; nearly all actives have a fitted effect of over 60% in size
#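 GFP-positive cell count by laser-scanning cytometry (objects 20–120 um) after 30 h, 37 C compound exposure of murine LDR cells; reporter is CMV-GFP integrated at a silenced locus, inducible by HDAC or DNMT inhibitors.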
# LMNA splice mod = qHTS Assay for Modulators of Lamin A Splicing; Potency, µM (top dose mostly 46.1 µM), for inactives: at the top dose ratio change, negative = inhibition, most hits filed as inhibitors; 0.01% of 200,000 active; HeLa LMNA splicing GFP/RFP minigene ratio, 48 h; active = well fitted inhibition curve with a large enough effect in the signal ratio, with a control signal flat, not every such curve was filed as active; inconclusive = small, poorly fitted or top-dose-only effect, or effect the other way, or a change in a side signal; the % refers to the signal ratio; also: potency is read from the fitted curve at half-maximal effect; % is scaled to controls: 0 for no effect and ±100 for the full control effect
#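 Read-out is the ratio of GFP to DsRed2 object intensity, acquired by 488 nm laser-scanning cytometry on HeLa lamin A-EGFP minigene reporter cells. Compound incubation 48 hrs at 37 °C in Opti-MEM with 2% FBS; DMSO 0.5% final.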
# IMPase Li cell = qHTS Assay for Identifying the Cell-Membrane Permeable IMPase Inhibitors: Potentiation with Lithium. Potency, µM (highest dose often 59.4 µM), for the others: at the top dose activity, negative = IMPase inhibition, hits mostly inhibitors. AID 1457, 2008. 0.35% of 210,000 active. CHO-M1 cells, IP1 TR-FRET (IP-One), carbachol + lithium;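 also: IP1 builds up when IMPase is blocked and the TR-FRET signal falls; potency is read from the fitted curve at half-maximal effect; plate controls were basal vehicle for no effect and high inhibitor control for full effect; nearly all actives have a fitted effect of over 50% in size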
#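 Concentration–response in CHO-M1 cells, lithium-potentiated; 30 min at 37C. IP1 detected by competitive TR-FRET after 10 min lysis at RT. Hill-fitted AC50.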
# * hit, by the source's call; u = inconclusive; x = no result given; & = joins results of further samples; [ ] = another dose, or the depositor's remark. Unless noted, calls follow the shape of the dose curve; as a rule, active = well fitted curve in the direction sought with a large enough effect; inconclusive = small, poorly fitted or top-dose-only effect, or another doubt; inactive = no such curve, though single readings can be large; an effect the other way counts as inactive or inconclusive. A portion of the library; rates above refer to the full screens.
SMILES,Luc counter,GLA spleen mod,CBFb RUNX1 block,NPSR antag,Epigenetic derep,LMNA splice mod,IMPase Li cell
Cc1onc(-c2c(Cl)cccc2Cl)c1C(=O)NCc1ccccn1,-1%,4%,3%,-8%[46.1 µM],1.1%,-1%,18%[38.3 µM]
COc1ccccc1NC(=O)C1=C(C)Nc2ncnn2C1c1cccs1 (centres undefined),5%,-17%,7%,-7%[46.1 µM],-1.1%,8%,-1%[38.3 µM]
O=C(COc1ccccc1)Nc1cccc(-c2nc3ccccc3[nH]2)c1,-7%,2%,4%,6%,-1.0%,u,3%
Cc1ccc2[nH]c(C(=O)NN=C3CCCCC3)c(-c3ccccc3)c2c1,-4%,-7%,3%,-5%,0.5%,x,7%
CCNC(=S)NNC(=O)c1cccn(Cc2ccc(Cl)cc2)c1=O,1%,-4%,-16%,5%[46.1 µM],-0.4%,2%,6%[38.3 µM]
COc1cc2c(C(=O)Nc3ccc4c(c3)OCO4)cn(CC(C)C)c(=O)c2cc1OC,0%,-2%,-7%,u,0.0%,5%,27%[38.3 µM]
CCOC(=O)N1CCN(C(=S)NC(=O)c2ccc(Br)cc2)CC1,-1%,-16%,-1%,-6%,0.2%,-5%[9.22 µM],10%
COC(=O)Cn1c(=O)sc2ccccc21,0%,0%,7%,7%[46.1 µM],-1.1%,-7%,16%[38.3 µM]
COc1cccc(/C=C/C(=O)NCCc2ccc(OC)c(OC)c2)c1,3%,-5%,-5%,14%[46.1 µM],0.2%,u,24%
COc1cccc(N2CCN(c3ccc(N4C(=O)CCC4=O)cc3[N+](=O)[O-])CC2)c1,-3%,-4%,-17%,22%,-0.3%,x,4%
CS(=O)(=O)Cc1cc(N2CCCC2)nc(-c2ccccc2)n1,-2%,-1%,-1%,2%,-3.5%,4%[46 µM],0%
CC1(C)Oc2ccc(C(=O)N3CCc4ccccc43)cc2N(CC(=O)N2CCCC2)C1=O,14%,4%,3%,-27%[7.67 µM],4.9%,-17%,14%[38.3 µM]
O=C(/C=C/c1cccs1)NCc1ccccc1,2%,5%,-6%,-1%,-1.9%,x,-3%
Cc1ccc2c(c1)C(c1ccccc1)N(C(=O)c1cc3ccccc3oc1=O)CC(=O)N2 (centres undefined),-1%,1%,8%[2.36 µM],-16%,-5.2%,-1%,-1%
CC(NC(=O)Cn1cc2c(n1)CCCCC2)c1ccccc1 (centres undefined),6%,-13%,16%,-5%[46.1 µM],-0.8%,-4%,11%[38.3 µM]
CCc1nc(SCC(=O)NCCc2ccccc2)n[nH]1,3%,-14%,7%,-3%[46.1 µM],0.0%,16%,19%[38.3 µM]
O=C1C2CCCN2C(c2cccs2)N1c1ccc(F)cc1 (centres undefined),0%,7%,-3%,9%,-4.4%,u,-1%
C=CCN1C(=O)NC2(O)C(=O)c3ccccc3C12O (centres undefined),1%,7%,12%,-5%[46.1 µM],-0.9%,3%,-1%
CCOC(=O)c1cc2c(nc1NC(=S)Nc1ccccc1)CC(C)(C)OC2,1%,-2%,-2%,1%,-1.0%,-6%,4%
Cn1c(CO)c(-c2ccccc2)c2cc([N+](=O)[O-])ccc21,-1%,6%,-1%,u,3.1%,u,5%[38.3 µM]
CN=C(Nc1ccc(C(=O)OC)cc1)SC1CC(=O)N(c2ccccc2F)C1=O (centres undefined),-2%,-10%,4%,-8%[46.1 µM],0.0%,-12%,9%[38.3 µM]
CC1CCCCC1NC(=O)/C(C#N)=C/c1ccc(OCC(N)=O)cc1 (centres undefined),x,-9%,1%,u,0.1%,-23%,x
O=C(COC(=O)c1cn(-c2ccccc2)nc1-c1cccnc1)NC1CC1,2%,-2%,-1%,-3%,0.9%,x,1%
CC(C)CC1C(C#N)=C(N)Oc2n[nH]c(-c3cccs3)c21 (centres undefined),5%,-4%,0%,-13%[46.1 µM],9.0%,-6%,34%[activator][38.3 µM]
O=C(Nc1ccccc1N1CCOCC1)c1cc(Br)c(Br)s1,-7%,8%,-10%,u,-0.4%,2%[46 µM],u

# New compounds follow
SMILES,Luc counter,GLA spleen mod,CBFb RUNX1 block,NPSR antag,Epigenetic derep,LMNA splice mod,IMPase Li cell
CCC(C(=O)NC1CCCCC1)n1c(SCc2ccc(F)cc2)nc2ccncc21 (centres undefined),5%,1%,-1%[2.36 µM],-3%,-2.3%&-1.0%,u,17%
Cc1nnc(SC(C(=O)c2ccccc2)c2ccccc2)[nH]c1=O (centres undefined),x,0%,8%,-29%,-2.6%,x,x
N=C1C(c2ccccc2)=C(O)CN1CCCO,-2%,7%,-7%,6%,-1.5%,21%[46 µM],-1%
Cc1noc(C)c1COC(=O)Cn1c(C)nc2ccccc21,13%,2%,7%,-9%[7.67 µM],-2.8%,5%,-16%[38.3 µM]
O=C(O)C1(P(=O)(c2ccccc2)c2ccccc2)CCCC1,x,3%,4%,u,-5.5%,x,x
CCC(C)C(=O)Nc1nc2c(s1)C(=O)CC(C)(C)C2 (centres undefined),0%,4%,-1%,-3%,-1.0%,-13%,6%
COc1cc(CC(=O)NCc2ccc3c(c2)OCO3)cc(OC)c1OC,0%,3%,5%,-9%[46.1 µM],0.0%,7%,8%[38.3 µM]
Cc1cc(NN)nc(NS(=O)(=O)c2ccccc2Cl)n1,2%,0%,-9%,-11%,1.1%,u,-1%
O=C(OCc1nnc(-c2ccc(Cl)cc2)o1)c1ccncc1,-9%,4%,6%,-21%[46.1 µM],0.0%,0%,-5%[38.3 µM]
O=C(c1ccc([N+](=O)[O-])s1)N1CCN(c2cccc(Cl)c2)CC1,1%,6%,u,-5%[46.1 µM],0.0%,u,11%
Cn1c(SCC#N)nnc1-c1cnccn1,1%,3%,9%,-7%[46.1 µM],-1.2%,0%,2%
Cc1c(CN(C)C(=O)/C=C/c2ccc([N+](=O)[O-])cc2)cnn1C,0%,-13%,0%,8%,-1.0%,-7%,11%
O=C(NCc1ccncc1)Nc1ccc2c(c1)OCO2,5%,3%,6%,-11%,-1.0%,x,3%
O=C(Nc1ccccc1N1CCN(c2ccccc2)CC1)c1ccccc1,-1%,5%,10%,-57%,0.1%,x,-6%
O=C1CSC(c2ccc3c(c2)OCO3)N1c1ccc(Oc2ccccc2)cc1 (centres undefined),0%,4%,-5%,u,0.0%,13%,22%[38.3 µM]
COc1ccc2nc3oc(C(=O)N4CCN(c5ccccc5F)CC4)cc3cc2c1,-2%,10%,5%,-7%[46.1 µM],0.0%,2%,1%
COc1ccc(CNC(=O)c2ccc(-c3ccccc3)cc2)cc1,-4%,7%,2%,-7%[46.1 µM],-1.9%,8%,-2%[38.3 µM]
O=C(CN(C(=O)CCC(=O)Nc1nccs1)C1CCCC1)NCc1ccc2c(c1)OCO2,2%,3%,7%,-6%,-0.2%,-4%[46 µM],8%
Cc1cc(C)n(C(=O)Cn2nc([N+](=O)[O-])c(Br)c2C)n1,0%,-6%,5%,-5%,4.7%,x,4%
CCOCCN1CCN(c2c3c(nc4cc(-c5ccc(F)cc5)nn24)CCC3)CC1,-1%,11%,8%,-3%[46.1 µM],-0.2%,5%,-14%[38.3 µM]
CCn1cc(/C=C2\SC(=O)N(CC(=O)Nc3ccc4c(c3)OCO4)C2=O)c2ccccc21,3%,-7%,3%,4%[46.1 µM],0.0%,3%,0%[38.3 µM]
c1ccc(C2=NNC(c3ccco3)=Nc3ccccc32)cc1,0%,1%,-2%,-16%,-1.1%,x,15%
O=c1cc(-c2cccc(Cl)c2)oc2cccc(O)c12,x,7%&-3%,0%&3%,4%,1.1%,x,x
CCOC(=O)N/N=C1/C[C@@H](O)[C@@H](O)[C@@H]2[C@@H]3C(=O)N(C[C@@H]4CCCO4)C(=O)[C@H]3CC[C@@H]12,x,-2%[17.5 µM],-5%[13.1 µM],x,0.0%[10.1 µM],x,x
O=C(c1cccnc1)N(Cc1ccccc1)C1(C(=O)Nc2ccccc2)CCCCC1,-1%,10%,2%,-28%,1.1%,4%,9%

# Molecules shown so far containing a furan ring, fused or not:
SMILES,Luc counter,GLA spleen mod,CBFb RUNX1 block,NPSR antag,Epigenetic derep,LMNA splice mod,IMPase Li cell
COc1ccc2nc3oc(C(=O)N4CCN(c5ccccc5F)CC4)cc3cc2c1,-2%,10%,5%,-7%[46.1 µM],0.0%,2%,1%
c1ccc(C2=NNC(c3ccco3)=Nc3ccccc32)cc1,0%,1%,-2%,-16%,-1.1%,x,15%

# Following part
SMILES,Luc counter,GLA spleen mod,CBFb RUNX1 block,NPSR antag,Epigenetic derep,LMNA splice mod,IMPase Li cell
c1ccc2c(c1)OCC(c1nn3c(Cn4nnc5ccccc54)nnc3s1)O2 (centres undefined),5%,-2%,3%,u,-11%,-22%,8%
CC(C)(C)c1nc(N)nc(=O)[nH]1,x,6%,10%,-17%,0.7%,x,x
CC(C)=C1C2CCC1C1C(=O)N(NC(=O)c3ccco3)C(=O)C21 (centres undefined),-2%,-17%,24%,5%,13%,-5%,-7%
COc1ccc2c(c1)c1c3n2CCN(C)C3=NCC1,0%,-6%,-4%,5%[46.1 µM],-0.1%,1%,-6%[38.3 µM]
O=C(c1cccc(F)c1)N1CCC2(CC1)CN(c1ncccn1)C2,-3%,18%,x,x,x,x,1%
COc1cc(NC(=O)CN2CCN(S(=O)(=O)c3ccc(C(C)C)cc3)CC2)cc(OC)c1,0%,14%,2%,u,5.8%,0%,35%[38.3 µM]
COC(=O)CC1C2(C)CC34OC5(C)O[C@@]6(C7/C(=C(/O)C(C)C)C(=O)OC(c8ccoc8)[C@]7(C)C(OC(C)=O)C(OC(C)=O)[C@]6(O5)[C@@]13C)C(OC(C)=O)[C@]4(O)C2OC(=O)C(C)C (some centres undefined),-3%,4%,24%,x,0.0%,x,36%[activator]

# 4 compounds from above, showing only Epigenetic derep.
molecule | Epigenetic derep
CC(C)=C1C2CCC1C1C(=O)N(NC(=O)c3ccco3)C(=O)C21 (centres undefined) | 13%
c1ccc2c(c1)OCC(c1nn3c(Cn4nnc5ccccc54)nnc3s1)O2 (centres undefined) | -11%
CC(C)(C)c1nc(N)nc(=O)[nH]1 | 0.7%
COc1ccc2c(c1)c1c3n2CCN(C)C3=NCC1 | -0.1%

# From PubChem
